Screening data as filed in PubChem.
CHO parental Ca: counter-screen: ATP calcium response change in parental CHO cells; 0.63% of 330,000 active; inhibition, % at 5.6 µM; parental CHO-K1, ATP-induced calcium, Fluo-8 fluorescence;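 active means inhibition above that plate's mean sample inhibition plus 3 SD, cut at about 26% in these data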;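 further: 0% = ATP-challenged DMSO wells and 100% = DMSO wells without ATP; some compounds past the cut are filed as inactive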
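Material: parental CHO cells / Compound: single nominal dose of 5.6 µM per compound / Signal: Fluo-8 fluorescence / Replicates: singlicate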
OXTR ag: human OXTR agonism; CHO-OTR cells, Fluo-8 calcium fluorescence; normalized: DMSO 0%, oxytocin 100%; activation, % at 3 µM; 0.32% of 320,000 active;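 active means activation above the mean of all tested compounds plus 3 SD, cutoff set per screening run, cut at about 20% in these data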;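 further: peak over basal fluorescence ratio from a 100 s FLIPR kinetic read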
M1 antag: blocks human M1 muscarinic receptor | CHO-K1 hM1, Fluo-8 calcium fluorescence, ACh EC80 antagonist | inhibition, % at 3 µM | 1.3% of 360,000 active;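 active means percent inhibition above its own plate's cutoff, namely the mean of that plate's compound wells plus 3 SD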;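 further: peak over basal fluorescence ratio during 140 s after agonist addition; 0% = ACh EC80 plus DMSO and 100% = DMSO alone without agonist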
Target sequence (P11229 whole entry, looked up): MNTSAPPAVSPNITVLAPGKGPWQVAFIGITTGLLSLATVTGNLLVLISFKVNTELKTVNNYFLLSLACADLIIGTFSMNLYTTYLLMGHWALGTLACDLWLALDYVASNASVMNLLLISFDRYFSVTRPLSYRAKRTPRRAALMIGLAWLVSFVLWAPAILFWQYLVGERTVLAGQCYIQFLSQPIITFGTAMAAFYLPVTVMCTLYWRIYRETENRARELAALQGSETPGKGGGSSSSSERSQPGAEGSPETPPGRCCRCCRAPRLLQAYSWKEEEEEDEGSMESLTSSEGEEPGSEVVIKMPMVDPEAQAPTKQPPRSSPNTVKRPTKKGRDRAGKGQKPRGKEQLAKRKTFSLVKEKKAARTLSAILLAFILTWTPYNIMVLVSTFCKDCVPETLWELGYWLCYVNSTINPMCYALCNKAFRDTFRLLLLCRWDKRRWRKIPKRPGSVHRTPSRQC
OXTR potentiator: potentiates the human oxytocin receptor response. P30559. CHO-OTR cells, Fluo-8 calcium fluorescence, potentiator mode; 0% = oxytocin EC15, 100% = EC100. activation, % at 3 µM. 0.061% of 320,000 active. AID 2445;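 active means activation above that plate's cutoff, the mean activation of tested compounds plus 3 SD, cut at about 6.6% in these data, passing the limit was not always enough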;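 further: 100% uses oxytocin at 75 nM as the full agonist control; some results filed as inactive read as strong as hits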
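test system = CHO-OTR cells, human receptor | compound = single-point 3.0 µM | schedule = 6 min compound pre-incubation at room temperature, 100 s kinetic read | signal = Fluo-8 no-wash calcium dye fluorescence, excitation 470-495 nm, emission 515-575 nm | repeats = single well per compound, singlicate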
M1 ag: human M1 muscarinic receptor agonism; P11229; CHO-K1 hM1, Fluo-8 calcium fluorescence, agonist mode; 0% DMSO, 100% acetylcholine EC100; activation, % at 3 µM; 0.33% of 360,000 active; AID 588814;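 active means activation above the run's mean compound activation plus 3 SD, cut at about 16% in these data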;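 further: peak over basal fluorescence ratio within a 140 s kinetic read after compound addition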
TAAR1 antag: human TAAR1 antagonism. Q96RJ0. CHO RD-HGA16 TAAR1, Fluo-8 calcium fluorescence, antagonist. inhibition, % at 3 µM. 1.5% of 360,000 active. AID 624466;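 active means inhibition above a per-plate cutoff, the mean inhibition of test compounds on that plate plus 3 SD, cut at about 49% in these data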;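 further: 0% = DMSO plus EC80 beta-PEA response and 100% = DMSO alone without agonist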
Target sequence (Q96RJ0 whole entry, looked up): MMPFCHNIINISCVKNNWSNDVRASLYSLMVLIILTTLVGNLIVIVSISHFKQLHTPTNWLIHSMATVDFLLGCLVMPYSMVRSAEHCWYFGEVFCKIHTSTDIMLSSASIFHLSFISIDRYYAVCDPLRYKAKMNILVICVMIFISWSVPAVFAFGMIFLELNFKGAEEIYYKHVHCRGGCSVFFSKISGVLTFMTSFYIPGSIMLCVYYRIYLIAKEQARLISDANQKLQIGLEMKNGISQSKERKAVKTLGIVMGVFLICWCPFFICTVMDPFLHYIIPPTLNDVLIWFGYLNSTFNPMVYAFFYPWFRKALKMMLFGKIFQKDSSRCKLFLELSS
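Material: RD-HGA16 CHO cells with stable hTAAR1 and Gα16; Dosing: single nominal final test compound concentration of 3 µM; Schedule: seeding 17-24 h prior, 75-min 37 °C, 30-min RT dye loading; Detection: kinetic Fluo-8 calcium fluorescence measurement; Measure: % inhibition from peak post-agonist over basal fluorescence ratio; Benchmarks: vehicle and agonist controls.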
TAAR1 ag: human TAAR1 agonism; Q96RJ0; CHO RD-HGA16 TAAR1, Fluo-8 calcium fluorescence; vehicle wells 0%, saturating PEA agonist 100%; activation, % at 3 µM; 0.99% of 360,000 active;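 active means activation above the mean activation of all test compounds in the run plus 3 SD, cut at about 38% in these data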
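System: CHO-derived RD-HGA16 cells with stable Gα16 and human TAAR1 / Times: 17-24 h plating, Fluo-8 75 min 37 °C, 30 min RT / Technique: calcium-sensitive Fluo-8 signal, excitation 470-495, emission 515-575 nm / Measure: % activation relative to PEA EC100 response / Benchmarks: DMSO and PEA EC100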
V1R ag counter: activates human V1a receptor in oxytocin agonist counter-screen | P37288 | CHO-V1R cells, Fluo-8 calcium fluorescence, agonist mode; 0% DMSO, 100% 3 nM vasopressin | activation, % at 3 µM | 0.25% of 320,000 active | AID 2797;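 active means activation above the mean activation of all tested compounds plus 3 SD, per screening run, cut at about 20% in these data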;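 further: signal is peak over basal fluorescence ratio across a 100 second FLIPR read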
CHRM1 PAM: potentiates human M1 receptor response to acetylcholine. CHO-K1 hM1, Fluo-8 calcium fluorescence, ACh EC20; 0% = ACh EC20, 100% = maximal ACh. activation, % at 3 µM. 0.088% of 360,000 active. AID 588819; in the data active means activation above about 19%, passing the limit was not always enough
Numbers without * were called inactive; · = not tested or not shown.

SMILES	CHO parental Ca	OXTR ag	M1 antag	OXTR potentiator	M1 ag	TAAR1 antag	TAAR1 ag	V1R ag counter	CHRM1 PAM
S=C(Nc1ccc2c(c1)OCO2)Nc1ccc2c(c1)OCO2	-2	0.9	-3	-11	-9	-16	2	0.4	2
O=C(CSc1nc2ccccc2c(=O)n1CC1CCCO1)Nc1ccccc1Cl (configuration not stated)	-29	-2.0	-12	-1	-3	-8	-1	-0.2	3
O=C(CCCn1c(=O)c2sccc2n(CC(=O)NCc2ccco2)c1=O)NCc1ccco1	-9	-0.7	3	-8	-4	-1	8	-0.2	0
C=CCNc1sc(C(=O)c2ccccc2)c(N)c1C#N	-10	-1.5	-2	-10	-2	0	0	-1.6	3
O=C(Nc1ccc(CN2CCCCC2)cc1)c1sc2ccccc2c1Cl	-22	7.5	-7	-3	-4	2	2	2.8	0
CC(=O)Nc1ccc(S(=O)(=O)c2ccc(N)cc2)cc1N	-6	1.3	-6	3	1	-14	1	0.2	7
O=C(c1ccco1)N1CCN(C(=O)c2cnn(-c3ccc(F)cc3)c2-n2cccc2)CC1	·	·	-17	·	1	-10	0	·	22
COc1ccc([N+](=O)[O-])cc1/C=N/NC(=O)CNC(=O)c1cccc(F)c1	3	-0.6	-7	-4	-3	-6	1	-0.2	11
COc1ccccc1-c1c(C)nn2c(N)c(-c3ccccc3)cnc12	·	·	-3	·	-7	-10	-2	·	0
O=S(=O)(NNc1ncc(C(F)(F)F)cc1Cl)c1ccccc1	-2	-2.1	-12	3	-6	-1	1	-0.7	14
COc1ccc(NC(=O)Nc2nnc(N3CCCCC3C)s2)cc1OC (configuration not stated)	-7	0.7	-2	-7	0	-2	0	1.6	0
CCN1CCCC1Cn1cnc2c([nH]c3cc(OC)ccc32)c1=O (configuration not stated)	-14	0.3	-14	-3	-3	-2	2	-0.5	9
CCCCOP(=O)(OCCCC)C(Nc1ccc(C(=O)OCC)cc1)c1ccncc1 (configuration not stated)	-25	-2.2	4	-13	-2	-15	4	-0.6	-1
CC12CN3CC(C)(CN(C1)C3c1ccc(F)cc1)C2 (configuration not stated)	11	0.4	-17	-4	0	-15	1	0.5	16
COc1ccccc1N1CCN(C(=O)c2ccc(CS(=O)(=O)c3ccccc3OC)o2)CC1	-9	1.2	12	-5	17*	38	59*	1.9	-3
CC(Sc1ccc(S(=O)(=O)N2CCOCC2)cn1)C(=O)Nc1ccc(Cl)cc1Cl (configuration not stated)	-17	-0.1	2	-10	-2	15	7	2.0	5
CNC(=O)c1ccc(NC(=O)CC2SC(N3CCCC3)=NC2=O)cc1 (configuration not stated)	-5	0.2	-12	-6	-1	-8	0	-0.2	11
CCOC(=O)c1sc(NC(=O)CSc2nc3c(cc2C#N)CCCCC3)c(C#N)c1C	-14	0.1	-2	-8	-2	10	1	1.5	4
Cc1c(C(=O)Nc2cccc([N+](=O)[O-])c2)sc2ncn(CC(=O)N3CCOCC3)c(=O)c12	-7	0.9	-2	-5	4	-11	4	2.7	10
Cc1ccc(S(=O)(=O)N2CCN(c3nc(C)c4c(c3C#N)CC(C)(C)OC4)CC2)cc1	·	·	-6	·	-4	-3	3	·	1
O=C(c1ccc2nc(Cc3cccc(Cl)c3)oc2c1)N1CCC(O)CC1	-17	1.1	3	-10	-2	-11	5	1.6	2
CCN(C(=O)CSc1nccn1C)c1cccc2ccccc12	-12	1.1	4	-5	-8	-11	23	0.3	1
CSCCC(NC(=O)c1ccc(Cl)cc1)C(=O)OCC(=O)N1CCCC1=O (configuration not stated)	-25	-1.3	-3	4	-3	8	-1	-1.4	1
COc1cc2c(cc1NC(=O)c1cncc(Br)c1)oc1ccccc12	-13	1.4	2	-4	-4	5	9	0.7	3
CCN1C(=O)C(CC(=O)Nc2cccc(C(C)=O)c2)S/C1=N\c1ccccn1 (configuration not stated)	-28	1.6	4	-2	-1	27	8	1.0	-4
CC(NCc1cccc(OCc2ccccc2)c1)C(O)c1ccccc1 (configuration not stated)	-5	16	2	-18	1	8	24	4.4	-1
CCN1CCSc2ccc(C(=O)NCc3cccc(Br)c3)cc21	-5	-1.1	-13	-8	-7	-16	0	-1.1	8
CCC(C)N(C(=O)COC(=O)c1nc(Cl)ccc1Cl)C1CCS(=O)(=O)C1 (configuration not stated)	-11	-0.6	-14	-4	0	-14	4	-0.4	6
CCCCC1CCC(C(=O)N(CCOC)c2c(N)n(CC(C)C)c(=O)[nH]c2=O)CC1 (configuration not stated)	-14	1.6	-4	0	-3	-11	1	0.3	6
O=C1/C(=C\c2ccccn2)SC(=S)N1Nc1ncc(C(F)(F)F)cc1Cl	-19	-1.4	-6	-7	-9	·	·	-0.9	-1
COc1ccc(F)cc1C(=O)C1CCCN(Cc2ccc3c(c2)OCCO3)C1 (configuration not stated)	-12	-0.7	6	-7	-13	-1	1	0.5	-16
COc1cc(/C=C2/C(=N)N3C(=NC2=O)SN=C3S(=O)(=O)C(C)C)ccc1OS(=O)(=O)c1ccccc1	-5	-2.0	·	-16	·	·	·	-0.5	·
COc1ccc2cc(CCNC(=O)c3ccco3)c(=O)[nH]c2c1	-11	0.6	-17	-1	-2	-4	1	1.5	8
CCOC(=O)C1(Cc2ccccc2)CCN(Cc2csc(C(C)=O)c2)CC1	-13	-1.4	-2	-8	-13	-11	1	0.2	0
CC(C)CNC(=O)C1(C)CCCCCN1C(=O)c1csnn1 (configuration not stated)	·	·	-25	·	-1	-7	2	·	19
CCn1c(CCC(N)=O)nnc1SCC(=O)Nc1cccc(S(=O)(=O)N2CCCC2)c1	-9	1.5	5	6	-8	7	1	0.2	-7
COc1ccc(N(CC(=O)Nc2ccc3c(c2)OCO3)S(=O)(=O)c2c(C)nn(C)c2C)cc1	-16	-0.4	-13	-10	-3	-3	1	1.5	1
Cc1ccc(C(=O)c2cc3ccccc3o2)cc1[N+](=O)[O-]	-11	-1.0	-5	-6	-7	-1	8	1.4	10
COC(=O)c1sccc1NC(=O)CSCC(=O)O	11	0.0	12	-2	2	9	6	-0.4	7
Cc1ccc(C(=O)N2CCNC(=O)C2CC(=O)Nc2ccc(F)cc2)cc1C (configuration not stated)	-12	-1.0	-9	-9	-3	-30	2	0.1	6

One compound at a time (already shown).
Shown for CCCCOP(=O)(OCCCC)C(Nc1ccc(C(=O)OCC)cc1)c1ccncc1 (configuration not stated) = CHO parental Ca: -25; OXTR ag: -2.2; M1 antag: 4; OXTR potentiator: -13; M1 ag: -2; TAAR1 antag: -15; TAAR1 ag: 4; V1R ag counter: -0.6; CHRM1 PAM: -1
Shown for Cc1c(C(=O)Nc2cccc([N+](=O)[O-])c2)sc2ncn(CC(=O)N3CCOCC3)c(=O)c12 = CHO parental Ca: -7; OXTR ag: 0.9; M1 antag: -2; OXTR potentiator: -5; M1 ag: 4; TAAR1 antag: -11; TAAR1 ag: 4; V1R ag counter: 2.7; CHRM1 PAM: 10

Next compounds.
SMILES	CHO parental Ca	OXTR ag	M1 antag	OXTR potentiator	M1 ag	TAAR1 antag	TAAR1 ag	V1R ag counter	CHRM1 PAM
CC1(C(=O)NS(=O)(=O)c2cccc(F)c2)CCN1C(=O)Cc1ccccc1 (configuration not stated)	·	·	-13	·	-2	6	1	·	7
O=C(NCCCn1ccnc1)c1noc2c1CCCC2	-18	0.3	-1	-2	-12	1	5	0.9	0
O=C(O)C#Cc1cccc2ccccc12	-15	0.0	-16	-5	-2	-13	2	0.4	13
CC(=O)N(CC(=O)O)c1ccccc1C(=O)O	-10	-0.6	-18	-6	0	-2	7	0.1	-4
CC1Oc2ccccc2N(CC(=O)NCCN2CCOCC2)C1=O (configuration not stated)	-9	0.6	-6	-5	-5	·	·	0.4	5
O=C1COc2ccc(C(=O)COC(=O)CNC(=O)C3CCCCC3)cc2N1	13	0.2	1	-10	-5	-28	6	0.3	0
COc1ccc(CN2C(=O)c3cccnc3C2=O)cc1S(=O)(=O)N1CC(C)Oc2ccccc21 (configuration not stated)	-13	-0.3	-2	-8	1	0	17	1.2	10
C=CCn1c(O)c(CN2CCN(Cc3ccccc3)CC2)c(C)c(C#N)c1=O	2	1.8	-14	-1	-3	12	7	1.4	7
O=C(Cc1ccccc1)N/N=C/c1cccs1	-3	0.0	7	-8	-1	10	5	1.1	0
Cc1ccc(NC(=O)Nc2cc(Cl)ccc2C2COC(=O)C2=N)cc1 (configuration not stated)	-11	-1.7	-6	-11	-4	14	1	-1.1	10
COc1nc(NS(=O)(=O)c2ccc(C)cc2)nc(C)c1Cl	5	-0.6	-12	-9	-3	0	-1	0.2	-1
COCCN(CCOC)c1cc(C)c(C#N)c2nc3ccccc3n12	-1	-0.3	-58	-13	5	5	0	-0.7	14
C[C@H](CO)N1C[C@H](C)[C@@H](CN(C)S(=O)(=O)c2ccccc2F)OCc2cnnn2CCCC1=O	·	·	-8	·	-1	9	2	·	13

Reformatted with each value named: entries from further up
> CC1Oc2ccccc2N(CC(=O)NCCN2CCOCC2)C1=O (configuration not stated)
  CHO parental Ca = -9
  OXTR ag = 0.6
  M1 antag = -6
  OXTR potentiator = -5
  M1 ag = -5
  TAAR1 antag = ·
  TAAR1 ag = ·
  V1R ag counter = 0.4
  CHRM1 PAM = 5
> O=C1COc2ccc(C(=O)COC(=O)CNC(=O)C3CCCCC3)cc2N1
  CHO parental Ca = 13
  OXTR ag = 0.2
  M1 antag = 1
  OXTR potentiator = -10
  M1 ag = -5
  TAAR1 antag = -28
  TAAR1 ag = 6
  V1R ag counter = 0.3
  CHRM1 PAM = 0
> COc1ccc(CN2C(=O)c3cccnc3C2=O)cc1S(=O)(=O)N1CC(C)Oc2ccccc21 (configuration not stated)
  CHO parental Ca = -13
  OXTR ag = -0.3
  M1 antag = -2
  OXTR potentiator = -8
  M1 ag = 1
  TAAR1 antag = 0
  TAAR1 ag = 17
  V1R ag counter = 1.2
  CHRM1 PAM = 10
> C=CCn1c(O)c(CN2CCN(Cc3ccccc3)CC2)c(C)c(C#N)c1=O
  CHO parental Ca = 2
  OXTR ag = 1.8
  M1 antag = -14
  OXTR potentiator = -1
  M1 ag = -3
  TAAR1 antag = 12
  TAAR1 ag = 7
  V1R ag counter = 1.4
  CHRM1 PAM = 7
